bovine MsrA act: activators of bovine methionine sulfoxide reductase A; purified bovine MsrA, absorbance read-out; activation, % at 10.6 µM; 0.3% of 360,000 active; in the data active means activation above about 7.5%;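 further: 0% = vehicle and 100% = reference activator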
E coli Lon inh: inhibitors of E. coli Lon protease; purified E. coli Lon protease, fluorescence polarization; inhibition, % at 7.94 µM; 0.42% of 360,000 active; in the data active means inhibition above about 13%, passing the limit was not always enough;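 further: 0% = enzyme with probe and DMSO and 100% = no enzyme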
Target sequence (P0A9M0 whole entry, looked up): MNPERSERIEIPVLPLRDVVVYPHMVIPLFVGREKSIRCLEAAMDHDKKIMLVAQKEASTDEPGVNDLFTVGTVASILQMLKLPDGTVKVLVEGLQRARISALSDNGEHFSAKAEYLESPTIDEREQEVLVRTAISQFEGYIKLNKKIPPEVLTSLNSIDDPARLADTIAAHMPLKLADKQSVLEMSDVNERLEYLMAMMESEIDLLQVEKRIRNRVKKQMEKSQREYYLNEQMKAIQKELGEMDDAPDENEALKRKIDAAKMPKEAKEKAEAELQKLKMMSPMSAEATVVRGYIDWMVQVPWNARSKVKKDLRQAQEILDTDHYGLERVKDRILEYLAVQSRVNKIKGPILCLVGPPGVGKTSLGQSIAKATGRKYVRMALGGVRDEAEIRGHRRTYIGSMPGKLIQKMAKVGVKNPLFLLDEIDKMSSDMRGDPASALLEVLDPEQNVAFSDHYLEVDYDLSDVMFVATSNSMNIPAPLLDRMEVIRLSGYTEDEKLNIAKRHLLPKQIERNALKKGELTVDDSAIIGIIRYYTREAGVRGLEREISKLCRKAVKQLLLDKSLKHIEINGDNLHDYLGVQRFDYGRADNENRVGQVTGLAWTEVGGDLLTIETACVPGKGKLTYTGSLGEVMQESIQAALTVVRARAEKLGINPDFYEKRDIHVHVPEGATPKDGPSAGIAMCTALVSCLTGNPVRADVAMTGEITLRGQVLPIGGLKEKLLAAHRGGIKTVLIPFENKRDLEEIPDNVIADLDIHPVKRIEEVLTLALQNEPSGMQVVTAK
FAS TE block: blocks the thioesterase domain of human fatty acid synthase; inhibition, % at 15 µM; 0.67% of 360,000 active; recombinant FAS-TE, OMFH fluorogenic substrate, fluorescence endpoint; P49327;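 active means compounds whose normalised, plate-corrected inhibition of enzyme fluorescence in the single-dose primary screen is 50% or more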;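 further: 0% = DMSO with enzyme and 100% = substrate without enzyme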
CSN inh: blocks human CSN-mediated cullin deneddylation; Q92905; 0.38% of 360,000 active; inhibition, % at 12.5 µM; Purified CSN, SCF-Nedd8-OG deneddylation, fluorescence polarization; AID 651999;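 active means pattern-corrected inhibition above about 35%, with an unprinted fluorescence ratio check between 0.5 and 1.5, limit read from the data, passing the limit was not always enough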;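 further: 0% = enzyme with substrate and 100% = substrate without enzyme; some results filed as inactive read as strong as hits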
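Schedule: reaction 90 min, room temperature / Assay system: HEK293T-derived human Csn5 enzyme / Input: Csn5 at 0.24 nM final / Measure: inhibition of Csn5 cleavage, % / Control set: substrate-only high control, full reaction low control / Technique: fluorescence polarization of the substrate / Buffer or medium: Tris/NaCl/DTT buffer, pH 7.5 / Reagent: SCFSkp2-Nedd8OG substrate at 10 nM final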
MsrA inhibitor: bovine MsrA inhibition; AID 651718; 0.75% of 360,000 active; inhibition, % at 15.5 µM; purified bovine MsrA, absorbance read-out; in the data active means inhibition above about 4.5%;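 further: 0% = vehicle wells with enzyme and 100% = reference inhibitor wells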
Rin1-Abl PPI inh: inhibitors of human Rin1-Abl protein interaction. AID 588664. 0.4% of 360,000 active. TR-FRET Rin1/Abl binding, biochemical. inhibition, % at 7.35 µM; in the data active means inhibition above about 5%, passing the limit was not always enough
Neddylation inh: blocks human cullin neddylation. P61081+Q13564. TR-FRET cullin neddylation, biochemical. calls only at 25 µM. 0.58% of 360,000 active. AID 651699; in the data active means inhibition above about 36%
Tb MetRS inh: Trypanosoma brucei MetRS inhibition; AID 624268; inhibition, % at 11.9 µM; 0.4% of 360,000 active; purified T. brucei MetRS, ATP depletion, Kinase-Glo luminescence;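 active means inhibition above a per-plate cutoff of the control wells' mean inhibition plus 3 SD, cut at about 5.5% in these data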;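 further: 0% = DMSO wells median and 100% = median of wells with control inhibitor compound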
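Dosing: 11.9 µM compound single dose, 0.9% DMSO; Assay system: purified T. brucei MetRS enzyme; Measured by: Kinase-Glo luciferase luminescence reporting remaining unconsumed ATP; Schedule: 15 min plus 2 h at 25 °C.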
MLLE-PAM2 inh: inhibitors of microRNA-mediated deadenylation, human PABP1 MLLE binding. P11940. GST-MLLE / FITC-PAM2 fluorescence polarization. inhibition, % at 20 µM. 0.36% of 360,000 active; in the data active means inhibition above about 35%, passing the limit was not always enough;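 further: plate controls were DMSO wells with GST-MLLE for no effect and wells lacking GST-MLLE protein for full effect; some results filed as inactive read as strong as hits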
The depositor's hits bear a star; i = inactive; · = not tested or not shown. Compounds were not picked by outcome; 4% or so of the library scored in one or more.

molecule	MLLE-PAM2 inh	bovine MsrA act	Tb MetRS inh	Neddylation inh	MsrA inhibitor	FAS TE block	CSN inh	Rin1-Abl PPI inh	E coli Lon inh
O=C(Nc1ccccc1)c1ccccc1OCc1ccc(F)cc1	5	-2	-0.5	i	1.2	21	1	2	-1
O=C(CC1C(=O)N(c2ccccc2)C(=O)N1Cc1ccco1)Nc1ccccc1 (centres undefined)	-1	-8	-0.5	i	0.8	-2	2	0	8
Cc1ccc(-c2nnc(Nc3ccc(C(=O)N(C)C)cc3)c3ccccc23)cc1S(=O)(=O)NC(C)(C)CO	10	-4	-0.3	i	2.8	-5	-1	-8	5
Cc1ccc(S(=O)(=O)Nc2ccc3nc(C)sc3c2)cc1	-7	0	-0.2	i	·	-3	-4	0	2
O=C1OC(c2cccs2)=N/C1=C\c1ccc(-c2cccc(Cl)c2)o1	-106	-3	-0.7	i	3.5	-38	17	-1	-18
Cc1nn(S(=O)(=O)c2ccc(Br)cc2)c(C)c1S(=O)(=O)N1CCOCC1	-8	-1	-0.1	i	-1.3	-9	0	-2	6
Cc1ccc(S(=O)(=O)N2CCCCC2)cc1NC(=O)CSc1ncn[nH]1	3	-5	-0.6	i	-0.6	-30	-2	0	7
COc1ccc(-c2csc(CCn3nc(C)cc3C)n2)cc1OC	5	-7	-1.0	i	1.2	-9	-7	-6	3
COc1cc(CNC(=O)c2cnccn2)cc(OC)c1	11	-6	-0.5	i	-0.7	-3	-3	-3	2
COc1cc(-c2cc(-c3ccc(F)cc3)nc(N)c2C#N)ccc1O	6	-3	0.6	i	-0.8	16	-8	2	-1
O=C(Nc1nc2ccsc2c(=O)s1)C1CCC1	16	-4	0.2	i	2.2	12	-6	-2	7
Cc1cccc(NC(=O)C2C3C=CC4(O3)C2C(=O)N(CCCN2CCCC2)C4C(=O)NC2CCCC(C)C2C)c1 (centres undefined)	14	0	-0.2	i	-0.9	-2	-1	1	5

In the list so far, 2 have a thiophene ring, fused or not:
molecule	MLLE-PAM2 inh	bovine MsrA act	Tb MetRS inh	Neddylation inh	MsrA inhibitor	FAS TE block	CSN inh	Rin1-Abl PPI inh	E coli Lon inh
O=C1OC(c2cccs2)=N/C1=C\c1ccc(-c2cccc(Cl)c2)o1	-106	-3	-0.7	i	3.5	-38	17	-1	-18
O=C(Nc1nc2ccsc2c(=O)s1)C1CCC1	16	-4	0.2	i	2.2	12	-6	-2	7

Continuation:
molecule	MLLE-PAM2 inh	bovine MsrA act	Tb MetRS inh	Neddylation inh	MsrA inhibitor	FAS TE block	CSN inh	Rin1-Abl PPI inh	E coli Lon inh
CC(C)NC(=O)CN1CCC(c2ccccc2)C(O)C1 (centres undefined)	14	-1	0.8	i	0.2	-9	-2	3	0
Cc1ccc2c(c1)=N/C(=N\c1[nH]c(O)c3ccccc13)N=2	-12	-2	0.8	i	-0.6	6	1	-6	-7
COc1ccc(NC(=S)NCC2CCCO2)c(OC)c1 (centres undefined)	-4	-2	-0.5	i	0.5	-5	3	-1	-4
CC1CC(C)(C)NC(=O)O1 (centres undefined)	9	1	0.1	i	-0.2	-7	2	1	6
OC(c1ccccc1)c1cccnc1 (centres undefined)	11	-3	-0.9	i	-0.6	-14	-6	0	0
CCOc1ccc(S(=O)(=O)N(C)CC(=O)NCc2ccco2)cc1	-7	-1	0.5	i	-1.5	-6	5	0	-2
CC(=O)c1ccc(S(=O)(=O)N(CCCO)Cc2cc3cc(C)ccc3[nH]c2=O)cc1	3	-3	-0.2	i	1.1	-6	2	0	5
C=CCN(C)NC(=S)Nc1ccccc1	29	-2	-0.6	i	0.3	-8	0	1	1
NC1=NN(c2cccc(C(=O)O)c2)C(=O)C1	3	-5	0.2	i	1.6	-13	2	3	-1
CCCOc1ccc(N2C(=O)CC(NCCNc3ccc(S(=O)(=O)CC)cc3)C2=O)cc1 (centres undefined)	7	-2	-0.9	i	-0.1	2	-5	4	2
CCCCc1nc(N2CCN(C(=O)c3ccco3)CC2)c(C#N)c2c1CCCC2	-19	-6	-0.7	i	-0.4	16	-5	0	2
CCn1c(N)[n+](CC(=O)Nc2ccc(SC(F)F)cc2)c2ccccc21	30	-3	-0.4	i	0.9	-4	-4	-1	-11
O=C(Nc1ccc(F)cc1F)c1cc2nc3c(c(C(F)(F)F)n2n1)CCCC3	-7	-3	-0.1	i	-0.3	-12	-3	0	-3
COc1ccc(NC(=O)CSc2ccc3c(c2)OCCO3)cc1OC	2	-5	0.1	i	1.3	-3	4	1	-3
COc1cccc(NC(=O)CN2C(=O)COc3ccc(S(=O)(=O)N4CCCCCC4)cc32)c1	-7	-1	0.5	i	-0.3	36	-1	5	4
Cc1c(C(C)C)c(=O)n(-c2ccc(S(=O)(=O)NCc3ccccc3)cc2)n1C	-7	-9	-2.3	i	-0.1	-6	4	1	-8
COc1cccc(OCCN2CCN(c3ncnc4c3cnn4-c3ccccc3)CC2)c1	3	-6	-0.7	i	-0.9	23	-1	-6	-2
CCN1CCCC1CN(Cc1cc2ccc(C)cc2[nH]c1=O)C(=S)Nc1ccc(OC)cc1 (centres undefined)	-67	-1	1.1	i	0.4	-10	-3	-1	-12
Cc1ccc(C)c(OCCOCCN2CCOCC2)c1	-7	-4	-0.3	i	-0.5	-2	0	-3	-3
Cc1ccc(CCNS(=O)(=O)c2ccc3c(c2)N(C)CCO3)cc1	9	0	-0.3	i	1.1	10	3	-2	-6
Cc1c(NS(=O)(=O)c2cc([N+](=O)[O-])ccc2Cl)c(=O)n(-c2ccccc2)n1C	-2	-6	-1.1	i	0.2	-19	-1	-4	8
COc1ccccc1C(CNC(=O)c1ccc(NS(=O)(=O)c2ccc(F)c(C)c2)cc1)N(C)C (centres undefined)	1	-1	-0.3	i	0.2	-1	-1	4	-15
CCOC(=O)Cn1cnc2sc3c(c2c1=O)CCC3	-12	-1	0.0	i	1.5	-10	4	1	-2
N#C/C(=C\c1ccc(-c2ccccc2[N+](=O)[O-])o1)C(N)=O	0	-4	-0.1	i	3.1	-1	3	-8	1
Cc1ccc(N2N=C(c3ccc(F)cc3)CC2c2ccco2)cc1 (centres undefined)	0	-2	0.4	·	-0.8	23	2	5	-8
CCOC(=O)c1ccc(-c2c(C)cc3oc(=O)cc(-c4ccccc4)c3c2C)cc1	1	-2	-0.8	i	1.4	28	-2	-2	-9
COc1ccc(/C=N/NC(=O)c2ccc(NS(=O)(=O)c3cccs3)cc2)cc1	-10	-15	-0.7	i	4.5	-3	3	4	0
CC(C)C(=O)N1CCC1(C)C(=O)Nc1cc(-c2ccccc2)nn1C (centres undefined)	17	-3	-0.1	i	0.4	-2	-3	-6	-9
CCCCn1nc2cc(C(=O)NCC3CC3)ccc2c1OCC	-3	-2	-0.3	·	-0.5	-8	-5	-1	3
CCOCCCNC(=O)c1cc2sc(Cl)cc2n1CC	-5	-12	-1.6	i	-0.6	4	2	0	-5
CCOC(=O)Cc1csc(NC(=O)/C=C/c2ccco2)n1	-3	-7	-0.2	i	7.8*	0	2	0	1
CN1CCN(C(=S)SCC(=O)Nc2nc(-c3ccccc3)c(-c3ccccc3)o2)CC1	1	-1	0.3	i	-0.1	17	1	-3	6
COc1cc(S(=O)(=O)N2CCC(c3nc4ccccc4s3)CC2)ccc1S(=O)(=O)NC1CCCC1	10	1	0.2	i	0.3	38	5	-1	-4
N/C(=N\OC(=O)CCCc1ccccc1)c1ccccc1	15	-4	0.1	i	-0.5	8	1	-2	-18
Cc1cccc(-c2noc(CN(C)C(=O)c3ccco3)n2)c1	7	-3	0.8	i	1.0	-4	1	-1	4
CC(C)[C@H](NC(=O)c1ccccc1F)C(=O)NC1CCCCC1	-8	-6	-0.2	i	-1.5	-7	-6	0	-6
O=C(NNS(=O)(=O)c1ccc(Cl)cc1)c1sccc1-n1cccc1	-9	0	-0.1	i	-0.3	-2	3	3	-1
FC(F)(F)c1cc(-c2ccco2)nc(-n2nc(C(F)(F)F)cc2C2CC2)n1	-5	0	0.9	i	2.2	24	-1	2	-2
COc1ccc(CNCCCn2cnc3c(SC)ncnc32)cc1	0	-1	0.2	i	-0.4	-10	0	2	5
O=c1oc2c(CN3CCOCC3)c(O)c(Cl)cc2c2c1CCCC2	6	-11	-0.3	i	1.0	-5	1	0	-11
O=C(N/N=C/c1cn(-c2ccccc2)nc1-c1cccs1)c1ccccc1F	-4	-8	-0.2	i	·	21	2	6	2
Cc1nc2c(C)cccc2cc1C(=O)N/N=C/c1ccc(O)cc1	-7	-4	-0.2	i	3.6	-2	-14	-2	-10
O=c1sc2ccccc2n1CCOc1ccccc1	-4	1	-0.2	i	-1.5	13	5	-2	-4
Cc1cc(C)c(S(=O)(=O)/N=C2\C=C(Nc3ccc(C(=O)O)cc3)C(=O)c3ccccc32)c(C)c1	8	-1	0.5	i	19*	8	16	3	-10
O=C(CNC(=O)c1ccccc1)NCC(c1ccco1)N1CCCC1 (centres undefined)	11	-3	-0.1	i	0.4	-7	1	3	-2
Cc1ccc(-c2csc3nc4cc(C(N)=O)ccc4c(=O)n23)cc1	11	-10	0.0	·	-0.5	-15	0	-1	7
CC1c2cc3c(cc2CCN1CC(=O)Nc1ccc(S(=O)(=O)N2CCCC2)cc1)OCCCO3 (centres undefined)	-3	-3	0.2	i	-1.2	-35	7	2	-6
Cc1cc(C(=O)NNc2ccc(F)cc2F)no1	10	-9	-0.8	i	-1.3	-8	3	0	6
O=[N+]([O-])c1ccc2nccn2c1	7	-6	-0.3	i	-0.1	-4	0	-1	-8
C=CCn1c(SCc2csc(-c3ccc(Cl)cc3)n2)nnc1-c1ccccc1OC	-8	-3	-0.4	i	-0.1	28	-8	-2	-8
Cc1cccc(C2c3[nH]c4ccccc4c3CCN2C(=O)c2ocnc2C)n1 (centres undefined)	-1	-3	0.8	i	1.2	-2	-16	0	-6

Screening data deposited in PubChem by several laboratories.
